Rab9 prom act: Rab9 promoter activation; Huh7 Rab9 promoter-luciferase reporter, luminescence, 24 h; Potency, µM (titrated, usually from 9.22 µM), without a hit: top-dose activation, negative = inhibition, most hits filed as activators; AID 485297; 320,000 tested, 2.8% active; also: potency is read from the fitted curve at half-maximal effect; % of control where 0% means no effect; nearly all actives have a fitted effect of over 60% in size
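Huh7 cells stably carrying a Rab9 promoter-luciferase reporter, 1500 cells per well in OP-MEM I with 10% FBS, treated with compound 24 hours at 37C. Luciferase activity read by luminescence after 10 minutes with Amplite reagent.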
Menin-MLL TR inh: inhibitors of human menin-MLL interaction, mutant MLL peptide; 270,000 tested, 0.23% active; Menin + Texas Red MLL mutant peptide, fluorescence polarization; Potency, µM (series often up to 61.6 µM), inactives show top-dose FP activity change, negative = inhibition, most hits filed as inhibitors; AID 1768; active = well fitted inhibition curve with a large enough effect in the polarisation, with a control signal flat, not every such curve was filed as active; inconclusive = small, poorly fitted or top-dose-only effect, or effect the other way, or a change in a side signal; inactive = no such curve, though single readings can be large or run the other way; the % refers to the polarisation; also: potency is read from the fitted curve at half-maximal effect; % of control where 0% means no effect; many of its hits are not listed in these tables
Target sequence (O00255 whole entry, looked up): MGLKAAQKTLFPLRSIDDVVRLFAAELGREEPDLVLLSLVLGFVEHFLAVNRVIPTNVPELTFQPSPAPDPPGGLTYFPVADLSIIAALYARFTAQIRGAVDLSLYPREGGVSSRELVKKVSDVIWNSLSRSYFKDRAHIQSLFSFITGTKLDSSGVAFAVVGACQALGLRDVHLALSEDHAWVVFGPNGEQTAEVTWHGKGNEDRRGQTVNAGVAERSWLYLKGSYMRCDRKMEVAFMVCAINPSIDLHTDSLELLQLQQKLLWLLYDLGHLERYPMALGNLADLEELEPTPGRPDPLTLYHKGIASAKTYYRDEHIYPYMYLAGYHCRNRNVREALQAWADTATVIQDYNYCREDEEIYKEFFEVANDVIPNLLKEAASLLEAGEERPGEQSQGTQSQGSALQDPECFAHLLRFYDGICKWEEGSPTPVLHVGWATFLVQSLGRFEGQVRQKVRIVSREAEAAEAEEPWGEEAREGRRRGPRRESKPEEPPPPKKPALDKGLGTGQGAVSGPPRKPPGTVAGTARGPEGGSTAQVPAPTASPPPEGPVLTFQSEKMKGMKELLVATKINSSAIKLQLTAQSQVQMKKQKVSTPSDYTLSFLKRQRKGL
FLuc modulator: counter-screen for miR-21 project: firefly luciferase inhibitors or activators | P08659 | purified FLuc, Km substrates, luminescence inhibition | Potency, µM (series often up to 57.5 µM), without a hit: top-dose activity change, negative = inhibition, most hits filed as inhibitors | 360,000 tested, 6.9% active | AID 588342;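 also: potency is read from the fitted curve at half-maximal effect; plate controls were vehicle for no effect and reference inhibitor for full effect; nearly all actives have a fitted effect of over 55% in size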
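Biochemical qHTS of compounds, final roughly 60 µM downward over six points, against 10 nM purified firefly luciferase using Km concentrations of substrates (10 uM D-luciferin, 10 uM ATP) in Tris acetate pH 7.5 buffer; luminescence output.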
PKM2 activator: activators of human pyruvate kinase M2; P14618; purified PKM2, Kinase-Glo ATP luminescence, activation; response scale: 0% is enzyme alone, no compound; Potency, µM (highest dose often 57.5 µM), for inactives: top-dose activation, usual class: activators; 260,000 tested, 0.34% active; AID 1631; also: potency is read from the fitted curve at half-maximal effect; % is scaled to controls: 0 for no effect and ±100 for the full control effect; nearly all actives have a fitted effect of over 55% in size
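Purified hPK-M2 (>95% pure) converted ADP (0.1 mM final) to ATP with 0.5 mM PEP in 50 mM imidazole pH7.2, KCl, MgCl2, Tween 20, BSA; 1 h at room temperature. ATP detected by Kinase-Glo luminescence.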
BRCA1 expr act: BRCA1 expression activation. MCF7-BRCA1-FFLuc reporter, luminescence, 48 h; response scale: scaled: vehicle 0%, 10 µM genistein 100%. Potency, µM (titrated, usually from 46.1 µM), for the others: at the top dose activation, most hits filed as activators. 380,000 tested, 1.1% active. AID 624202; also: potency is read from the fitted curve at half-maximal effect; nearly all actives have a fitted effect of over 80% in size; some results filed as inactive show a strong effect at the top dose
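MCF7-BRCA1-FFLuc cells, 2000/well in phenol-red-free MEM, attached 2 h then treated 48 h at 37 C. Luciferase luminescence read 15 min after reagent; normalized to genistein maximum activation (10microM) and DMSO, concentration-response fitted.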
RORg inh: inhibitors of mouse ROR gamma transcriptional activity; P51450; Drosophila S2 Gal4-RORgamma UAS-luciferase reporter, 20 h; Potency, µM (series often up to 53.6 µM), for inactives: at the top dose activity change, negative = inhibition, actives largely listed as inhibitors; 310,000 tested, 5.4% active; AID 2551; also: potency is read from the fitted curve at half-maximal effect; % is scaled to controls: 0 for no effect and ±100 for the full control effect; nearly all actives have a fitted effect of over 60% in size
Target sequence (P51450 whole entry, looked up, the tested form may be a part): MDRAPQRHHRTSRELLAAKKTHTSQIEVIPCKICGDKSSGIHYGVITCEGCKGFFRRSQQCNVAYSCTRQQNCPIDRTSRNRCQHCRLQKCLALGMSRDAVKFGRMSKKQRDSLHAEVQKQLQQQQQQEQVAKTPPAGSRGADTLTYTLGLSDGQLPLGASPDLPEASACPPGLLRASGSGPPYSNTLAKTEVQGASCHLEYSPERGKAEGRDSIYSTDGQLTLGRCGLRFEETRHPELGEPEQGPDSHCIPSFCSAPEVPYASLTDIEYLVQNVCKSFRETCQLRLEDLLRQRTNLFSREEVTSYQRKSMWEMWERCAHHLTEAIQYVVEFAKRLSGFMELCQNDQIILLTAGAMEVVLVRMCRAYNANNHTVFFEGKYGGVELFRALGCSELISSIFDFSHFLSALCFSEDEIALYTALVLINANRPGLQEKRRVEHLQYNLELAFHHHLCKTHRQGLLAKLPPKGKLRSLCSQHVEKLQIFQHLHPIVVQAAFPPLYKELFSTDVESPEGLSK
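ROR gamma transcriptional activity was tracked as Gal4-UAS luciferase output in stably transfected Drosophila Schneider cells, with compound added 1 hr before 700 uM copper sulfate induction and a 20 hr ambient-temperature incubation.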
Giardia killer: kills Giardia lamblia | activity change, % at 7.66 µM, hits read low | Giardia lamblia trophozoite viability | 340,000 tested, 0.15% active; in the data active = activity change below about -80%; inconclusive = between about -30% and that limit;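 also: parasites exposed to compound for two days anaerobically before the ATP read; % is scaled to controls: 0 for no effect and ±100 for the full control effect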
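Media and compound were dispensed first, then trophozoites at 100 cells/well; plates sat 48 hrs at 37 deg C without oxygen before ATP luminescence reagent was added and read after 15-30 min at room temperature.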
ELG1 genotox: genotoxicity induction in ELG1-luciferase HEK293T cells | Potency, µM (series often up to 46 µM), without a hit: at the highest dose activity change, positive = activation, hits mostly activators | 330,000 tested, 1.3% active | HEK293T ELG1-luciferase reporter, luminescence, 16 h; also: potency is read from the fitted curve at half-maximal effect; % of control where 0% means no effect; nearly all actives have a fitted effect of over 60% in size
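DMSO vehicle served as control against compound-treated ELG1-luciferase HEK293T cells; exposure lasted 16 hr at 37 °C and 5% CO2, followed by ONE-Glo luminescence detection after 30 min.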
p53 reactivator: re-activators of mutant p53 | H1299 p53-A138V BP100-luciferase reporter, luminescence, 24 h | Potency, µM (series often up to 92.2 µM), inactives show at the top dose activity change, positive = activation, usual class: activators | 320,000 tested, 0.063% active; also: potency is read from the fitted curve at half-maximal effect; % of control where 0% means no effect; nearly all actives have a fitted effect of over 45% in size
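p53-null H1299 cells stably carrying temperature-sensitive p53-A138V and a BP100-luciferase reporter were pinned with compounds (4-point, 1:5 series) and held 24 hrs at 37 deg C. Luminescence was read 10 min after detection reagent.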
NPC1 prom act: activates the NPC1 promoter | Huh7 NPC1 promoter luciferase reporter, 24 h | Potency, µM (top dose mostly 9.22 µM), without a hit: at the top dose activation, actives largely listed as activators | 320,000 tested, 2.4% active | AID 485313;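 also: potency is read from the fitted curve at half-maximal effect; % of control where 0% means no effect; nearly all actives have a fitted effect of over 60% in size; reporter is driven by a mutant NPC1 promoter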
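NPC1 promoter–luciferase Huh7 cells; 24 h compound; luminescence.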
VP16 counter: counter-screen for ROR gamma inhibitors: Gal4-VP16 reporter | Drosophila S2 Gal4-VP16 UAS-luciferase, luminescence, 20 h | Potency, µM (series often up to 53.6 µM), without a hit: at the highest dose activity, negative = inhibition, hits mostly inhibitors | 310,000 tested, 3.5% active | AID 2546;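 also: Gal4-VP16 expression switched on by copper sulfate through the metallothionein promoter; potency is read from the fitted curve at half-maximal effect; % is scaled to controls: 0 for no effect and ±100 for the full control effect; nearly all actives have a fitted effect of over 50% in size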
An asterisk follows results filed as active; ? = inconclusive; . = no result given; & = joins results of further samples; [ ] = dose if it differs, or a comment. Unless noted, calls follow the shape of the dose curve; as a rule, active = well fitted curve in the direction sought with a large enough effect; inconclusive = small, poorly fitted or top-dose-only effect, or another doubt; inactive = no such curve, though single readings can be large; an effect the other way counts as inactive or inconclusive. This is a subset; rates above refer to the full screens.

SMILES	Rab9 prom act	Menin-MLL TR inh	FLuc modulator	PKM2 activator	BRCA1 expr act	RORg inh	Giardia killer	ELG1 genotox	p53 reactivator	NPC1 prom act	VP16 counter
CCC1(C)Cc2ccccc2-c2nc(SC)[nH]c(=O)c21 (configuration not stated)	0%	?	-3%	.	-64%	4%	-9	1%	0%	-2%	-11%
Cc1c(Nc2ccc(C=O)cc2)c(=O)n(-c2ccccc2)n1C	-2%	9%	5%	5%	19%	8%	-1	-1%	2%	-3%	-17%
Cn1c(NNC(=O)C2CCCCC2)cc(=O)n(C)c1=O	-6%	0%	0%	-9%	1%	-5%	-26	1%	2%	-4%	-3%
Cc1ccc(N2C(=O)C(Cc3ccc(O)cc3)NC2=S)cc1C (configuration not stated)	-7%	-1%	4%	11%	-5%	2%	-9	-1%	-14%	-2%	-8%
Cc1ccc(S(=O)(=O)N2CCN(CC(=O)N(CC(C)C)c3c(N)n(CC(C)C)c(=O)[nH]c3=O)CC2)c(C)c1	-3%	-4%	0%	-5%	-19%	-8%	-18	0%	-4%	-2%	-1%
CN(C)C(=O)c1cc(C(=O)c2ccc(C(F)(F)F)cc2)c[nH]1	?	-10%	13µM*	.	10µM*	42%	-13	?	17%	?	-19%
COc1ccc(CCCC(=O)NCCc2ccccc2)c(C)c1	0%	-8%	0%	3%	1%	39%	-9	0%	6%	-3%	-13%
CCOc1ccc(/C=N/NC(=O)Cc2csc(Nc3cccc(C(F)(F)F)c3)n2)cc1	-6%	-8%	-16%	-15%	-56%	-9%	-4	-9%	-8%	1%	0%
Cc1cccc(Nc2nnc(SCC(=O)Nc3ccccc3[N+](=O)[O-])s2)c1	12%	?	7.6µM*	2%	-26%	-14%	-24	-5%	?	3%	3%
C=CC[n+]1c(-c2ccc(OC)c(OC)c2)csc1NNC(=O)Nc1ccccc1	-25%	2%	-9%	-12%	-91%	10µM*	-3	-15%	6%	-20%	?
O=C1CSC(c2ccccc2)N1CCc1ccccc1 (configuration not stated)	-2%	-3%	-14%	1%	5%	19%	10	-1%	0%	3%	-11%
COc1cc(C(=O)NC2CCCC(C)C2C)ccc1OCC(=O)N1CCOCC1 (configuration not stated)	-1%	.	2%	.	11%	.	23	0%	2%	-1%	.
COc1ccc(C)cc1NC(=O)Nc1ccccc1	10%	?	?	-4%	-1%	7%	1	-7%	3%	2%	?
Cc1ccc(NC(=O)C(C)Sc2nnc(C)n2C)cc1 (configuration not stated)	-8%	7%	?	4%	-3%	-11%	9	3%	11%	2%	-13%
COc1cc(C)c(Cl)cc1S(=O)(=O)N1CCSC1	-1%	-12%	-3%	7%	-25%	-10%	-29	0%	.	-6%	-12%
COc1ccc(Cc2nnc(SCc3nc4ccccc4c(=O)[nH]3)n2C)cc1	2%	4%	-1%	-5%	-1%	23%	18	3%	2%	-3%	8%
CN(CCO)c1nc(NCc2ccccc2)c2cnn(C)c2n1	0%	15%	3%	-7%	12%	12%	-17	-3%	-9%	-1%	-1%
Cc1ccccc1C(=O)c1cccn1CC(=O)NCc1ccccc1	-3%	0%	-17%&-1%	1%	55%	33%	10	11%	12%	-1%	-11%
COc1ccc(S(=O)(=O)NCCOc2ccccc2)cc1C	-2%	1%	-14%	-11%	8%	2%	-4	-1%	-1%	3%	-2%
COc1ccc(-c2nn(-c3ccccc3)cc2/C=C/C(=O)OCC(=O)Nc2ccc(C#N)cc2)cc1	-6%	?	-11%	0%	-50%	?	-16	1%	-3%	0%	-15%
Nc1ncnc2nc(SCC(=O)N3CCN(c4ccccc4)CC3)[nH]c12	-1%	12%	2%	-3%	-6%	15%	2	1%	0%	-3%	-18%
Cc1ccc(-c2cc(C(=O)N/N=C/C=C/c3ccco3)c3ccccc3n2)cc1C	9%	?	1.1µM*	?	-24%	?	?	?	28%	21%	4.5µM*
COc1ccc(C2(c3ccc(OC)cc3)NC(=O)N(CC(=O)NC3(C#N)CCCC3)C2=O)cc1	7%	.	-3%	.	-3%	.	4	2%	-2%	-2%	.
O=C(NCc1ccco1)/C(=C\c1cccs1)NC(=O)c1ccco1	-8%	1%	1%	28µM*	15%	-6%	-14	0%	3%	-1%	-6%
COc1ccc2c(C(=O)CN3CCC(C)CC3)c[nH]c2c1	17%	74%[activator]	-15%	0%	45%[1.84 µM]	-16%	2	13%	5%	2%	2%
O=C(CCn1c(=O)c2ccccc2n(Cc2ccccc2)c1=O)NC1CCN(Cc2ccccc2)CC1	-2%	.	-1%	-4%	6%	0.11µM*	6	-9%	-1%	-2%	-4%
O=C(CCCC(=O)Nc1ccc(Br)cc1)N/N=C/c1ccccc1	21%	11%	-15%	-8%	-15%	?	10	0%	12%	-3%	20%
CCOC(=O)c1ccccc1NC(=O)[C@@H]1CCCN1C(=O)OC(C)(C)C	4%	?	2%	.	-5%	12%	-2	-3%	-6%	2%	-1%
CCOc1ccc(NC(=NCc2ccc3c(c2)OCO3)SC2CC(=O)N(c3ccccc3)C2=O)cc1 (configuration not stated)	2%	?	10%	4%	-1%	?	11	5%	10%	-4%	?
Cc1cc(Cl)cc(Cl)c1OCCCCN(C)C	-4%	-2%	-3%	0%	-36%	-31%	0	-3%	-5%	2%	-10%
CC1(C)Cc2c(C#N)c(N)sc(=S)c2CS1	-6%	19%	0%	7%	-14%	?	1	-1%	14%	3%	-22%
CC12CC(c3ccccc3O1)N(C(=O)c1ccco1)C(=S)N2c1ccc(F)cc1 (configuration not stated)	-3%	?	-2%	-3%	-18%	10µM*	-7	-5%	-15%	-6%	?
O=C(CCNC(=O)c1ccc([N+](=O)[O-])cc1)NNC(=O)c1ccncc1	6%	.	3%	-15%	-19%	-17%	-2	3%	8%	2%	-4%
CCCc1nn(C)c(C(=O)Nc2ccc(Cl)cc2)c1Cl	10%	5%	-10%	0%	-35%	5%	11	-4%	18%	11%	22%
CCN1CCN(Cc2nc3c(c(=O)n(C)c(=O)n3C)n2CCCc2ccccc2)CC1	0%	-15%	1%	-5%	.	-3%	.	5%	1%	9%	4%
CC(C)c1cc(C(=O)NC2CCCCC2)no1	?	-6%	17µM*	0%	8.9µM*	-41%	-6	?	?	?	?
NC(=S)Nc1ccc(C(F)(F)F)cc1Cl	-1%	.	-1%	-3%	-14%	17%	-1	-5%	2%	-2%	3%
NS(=O)(=O)c1ccc(NC(=S)NC(=O)C2CCCC2)cc1	-4%	.	7%	-2%	6%	17%	1	12%	7%	3%	2%
CC(C)(C)c1cc(C(=S)N2CCN(CCO)CC2)cc(C(C)(C)C)c1O	-7%	-2%	3%	9%	0%	-6%	-13	1%	-3%	3%	-3%
O=C(CCCN=C1NS(=O)(=O)c2ccccc21)OCC(=O)c1ccc(F)c(F)c1	-5%	.	0%	.	10%	.	-18	2%	9%	-2%	.
COc1ccc(-c2cc(C(F)(F)F)n3nc(C(=O)O)nc3n2)cc1	-2%	29%	3%	1%	-20%	-4%	-1	2%	-1%	-1%	2%
COc1ccc(CNC(=O)c2ccc(-c3ccccc3)cc2)cc1OC	0%	2%	2%	1%	17%	-8%	9	2%	-3%	-4%	-9%
COc1ccc(NC(=O)OCCN2CCN(Cc3ccccc3)CCC2=O)cc1	7%	-7%&2%	-19%	-4%	32%	?	-7	6%	9%	3%	16%&-8%
Cc1ccc(S(=O)(=O)NNC(=S)Nc2cccc(F)c2)cc1	0%	.	2%	1%	0%	5%	-4	-4%	0%	1%	-5%
O=C(CC1Nc2ccccc2NC1=O)NCC1COc2ccccc2O1 (configuration not stated)	-5%	1%	4%	2%	-25%	1%	-3	-1%	10%	2%	1%
COC(=O)c1c(NC(=O)CN2CCC(C(N)=O)CC2)c2c(C)cccc2n1C	4%	-2%	3%	-6%	-9%	-35%	14	2%	0%	-4%	0%
COc1ccccc1C(=O)N/N=C/c1ccc2c(c1)OCO2	?	3%	11µM*	-1%	66%	10%	-19	?	29%	2.8µM*	21%

Among those listed so far, 2 contain a nitro group on carbon.
SMILES	Rab9 prom act	Menin-MLL TR inh	FLuc modulator	PKM2 activator	BRCA1 expr act	RORg inh	Giardia killer	ELG1 genotox	p53 reactivator	NPC1 prom act	VP16 counter
Cc1cccc(Nc2nnc(SCC(=O)Nc3ccccc3[N+](=O)[O-])s2)c1	12%	?	7.6µM*	2%	-26%	-14%	-24	-5%	?	3%	3%
O=C(CCNC(=O)c1ccc([N+](=O)[O-])cc1)NNC(=O)c1ccncc1	6%	.	3%	-15%	-19%	-17%	-2	3%	8%	2%	-4%

Bioassay records: PubChem, National Center for Advancing Translational Sciences (NCATS)
